Screening data deposited in PubChem BioAssay by National Center for Advancing Translational Sciences (NCATS).
PLK1 PBD block = blocks phosphopeptide binding to human PLK1 polo-box domain; AID 720504; P53350; Potency, µM, for the others: max response, negative = inhibition, most hits filed as inhibitors; actives 2.8% (n = 360,000); Plk1 PBD binding of FITC phosphopeptide, fluorescence polarization; note: potency is the fitted concentration of half-maximal effect; series mostly up to about 57 µM; % is set by controls: 0 for no effect and ±100 for the full control effect; nearly all actives have a fitted effect of over 65% in size
MmCpn inh = inhibitors of Methanococcus maripaludis chaperonin (MmCpn); purified Mm-Cpn ATPase, ADP Transcreener TR-FRET; Potency, µM (titrated, usually from 76.9 µM), inactives show at the highest dose activity, negative = inhibition, usual class: inhibitors; actives 0.031% (n = 330,000); AID 504842; note: potency is the fitted concentration of half-maximal effect; % is set by controls: 0 for no effect and ±100 for the full control effect; nearly all actives have a fitted effect of over 80% in size
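ATPase read-out: TR-FRET ADP immunoassay (anti-ADP Eu cryptate vs ADP-d2), ex 320 nm, em 590/665 nm; signal drops as ADP forms. Enzyme 25 nM, ATP 10 uM, 30 min at 37°C after 10 min compound preincubation.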
EPAC1 agonist = EPAC1 (human) agonism | O95398 | EPAC1 agonist qHTS, biochemical assay; response scale: 100% = response to 6.5 mM cAMP | Potency, µM (top dose mostly 154 µM), for inactives: top-dose activation, hits mostly activators | actives 0.073% (n = 360,000); note: potency is the fitted concentration of half-maximal effect; nearly all actives have a fitted effect of over 60% in size
Target sequence (O95398 whole entry, looked up): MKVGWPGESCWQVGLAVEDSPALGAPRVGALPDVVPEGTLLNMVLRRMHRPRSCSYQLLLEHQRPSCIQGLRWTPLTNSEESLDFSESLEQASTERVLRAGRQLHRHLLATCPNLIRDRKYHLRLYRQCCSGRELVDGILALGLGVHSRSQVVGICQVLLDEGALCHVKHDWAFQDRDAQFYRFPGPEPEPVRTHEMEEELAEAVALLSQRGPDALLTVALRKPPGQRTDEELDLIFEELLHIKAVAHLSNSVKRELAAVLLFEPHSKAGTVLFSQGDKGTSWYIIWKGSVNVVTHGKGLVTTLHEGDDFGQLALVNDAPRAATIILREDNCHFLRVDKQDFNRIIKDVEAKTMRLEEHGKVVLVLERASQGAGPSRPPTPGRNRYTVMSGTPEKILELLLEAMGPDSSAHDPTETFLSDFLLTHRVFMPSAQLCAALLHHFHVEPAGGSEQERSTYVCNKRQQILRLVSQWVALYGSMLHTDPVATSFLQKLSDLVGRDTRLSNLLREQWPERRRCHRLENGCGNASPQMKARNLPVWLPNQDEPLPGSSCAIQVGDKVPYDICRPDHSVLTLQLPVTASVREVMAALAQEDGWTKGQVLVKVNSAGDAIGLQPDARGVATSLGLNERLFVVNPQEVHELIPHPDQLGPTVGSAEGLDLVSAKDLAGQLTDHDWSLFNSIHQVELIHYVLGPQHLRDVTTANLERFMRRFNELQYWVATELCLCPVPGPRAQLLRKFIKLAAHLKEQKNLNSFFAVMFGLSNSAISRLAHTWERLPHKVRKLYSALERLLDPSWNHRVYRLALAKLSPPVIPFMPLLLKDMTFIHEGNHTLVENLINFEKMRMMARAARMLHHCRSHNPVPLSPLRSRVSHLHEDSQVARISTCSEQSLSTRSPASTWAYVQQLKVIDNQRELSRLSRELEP
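Multi-concentration qHTS readout: loss of Rap1B-bound BODIPY-GDP fluorescence driven by 100 nM EPAC1 with excess GDP (50 uM), monitored kinetically at room temperature; agonist response expressed relative to 6.5 mM cAMP.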
PI5P4K alpha inh = PI5P4K alpha (human) kinase inhibition; P48426; PI5P4Kalpha enzyme, ADP-Glo luminescence, 60 min; hits give low values; max response, %; actives 1.2% (n = 330,000); AID 652105; active = max response of -50% or lower; inconclusive = between -30% and -50%; inactive = -30% or higher; note: value at the top dose of about 77 µM; % is set by controls: 0 for no effect and ±100 for the full control effect
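PI5P4Kalpha ADP-Glo assay; 5 microM ATP final; 60 min RT reaction; HEPES pH 7.4/EGTA/CHAPS, 5% DMSO; controls lacking substrate or enzyme; luminescent end-point.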
EPAC1 antagonist = blocks human EPAC1 exchange factor. O95398. EPAC1 GEF assay, Rap1b-BODIPY-GDP exchange fluorescence. Potency, µM (top dose mostly 115 µM), for inactives: at the highest dose activity change, negative = inhibition, most hits filed as inhibitors. actives 0.14% (n = 360,000). AID 720709;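 note: potency is the fitted concentration of half-maximal effect; plate controls were vehicle for no effect and positive control for full effect; nearly all actives have a fitted effect of over 50% in size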
WRN inhibitor = inhibitors of human WRN helicase; actives 0.46% (n = 360,000); WRN helicase unwinding, fluorescent forked duplex, kinetic; Q14191; AID 651768; Potency, µM (doses to about 114 µM), for inactives: at the top dose activity change, negative = inhibition, hits mostly inhibitors; note: potency is the fitted concentration of half-maximal effect; % is set by controls: 0 for no effect and ±100 for the full control effect; nearly all actives have a fitted effect of over 55% in size
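Primary qHTS, 1536-well format. 20 nM WRN + compound, 15 min RT; start with 100 nM forked fluorophore/quencher duplex, 2 mM ATP (final); kinetic read ex 525/em 598 nm.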
EPAC2 antagonist = antagonists of human EPAC2 | EPAC2 GEF exchange of Rap1B-BODIPY-GDP, fluorescence | Q8WZA2 | actives 0.18% (n = 360,000) | AID 720708 | Potency, µM (top dose mostly 114 µM), without a hit: at the highest dose activity, negative = inhibition, most hits filed as inhibitors; note: potency is the fitted concentration of half-maximal effect; % is set by controls: 0 for no effect and ±100 for the full control effect; nearly all actives have a fitted effect of over 45% in size; many of its hits are not listed in these tables
CCT modulator = changes cytosolic chaperonin activity. activity change, % (concentration not given with the values), hits read low. purified chaperonin ATPase assay, HTRF ADP detection, 30 min. actives 0.3% (n = 360,000); in the data active = activity change below about -30%; note: % is set by controls: 0 for no effect and ±100 for the full control effect
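First, chaperonin was dispensed at 40 nM or 20 nM final depending on batch activity. Next, compounds were pinned at 76 uM and ATP added at 10 uM. After 30 min at 37 °C, ADP detection reagents ran 30 min at ambient temperature.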
Active calls of the source: *; ? = inconclusive; / = no result given; [ ] = another dose, or the depositor's remark. Unless noted, calls come from the whole dose curve; as a rule, active = well fitted curve in the direction sought with a large enough effect; inconclusive = small, poorly fitted or top-dose-only effect, or another doubt; inactive = no such curve, though single readings can be large; an effect the other way counts as inactive or inconclusive. These rows are one share of the data (hit frequency here may not be typical).

SMILES | PLK1 PBD block | MmCpn inh | EPAC1 agonist | PI5P4K alpha inh | EPAC1 antagonist | WRN inhibitor | EPAC2 antagonist | CCT modulator
O=C(NCCCc1ccccc1)c1ccc(-n2cncn2)c([N+](=O)[O-])c1 | -3% | 0% | ? | 2 | -8% | 3% | 0% | 3.5
O=S(=O)(c1ccc(F)cc1)N1CCN(c2ccc(-c3ccccc3)nn2)CC1 | -6% | -3% | -5% | 4 | -2% | 3%[57.1 µM] | 1% | -3.9
C1CCC2(CC1)C1=C(CCCC1)Nc1nnnn12 | -4% | 2% | 0% | 0 | 9% | -14% | 12% | 2.0
CC1CCc2c(sc3ncnc(NCc4cccnc4)c23)C1 (configuration not stated) | -12% | 1% | -7% | -3 | -12% | -4% | -9% | -0.5
C=CCN1C(=O)C(Cc2ccccc2Cl)SC1=Nc1ccc(C(=O)O)cc1 (configuration not stated) | -12% | 0% | 2% | -4 | -29% | 10% | 11% | -5.9
CC1CCN(C(=O)C2CCCN(S(C)(=O)=O)C2)CC1 (configuration not stated) | -6% | 2% | -2% | / | 18% | -7% | 12% | 1.8
CCc1nn(CCCC(=O)N(C)Cc2ccccc2)c(=O)c2cc3occc3n12 | 1% | 2% | -8% | -4 | 11% | 6% | 14% | 0.3
COc1cccc(N2C(=NC(=O)COc3ccccc3)SC3CS(=O)(=O)CC32)c1 (configuration not stated) | -8% | 1% | -4% | 1 | 7% | -2% | 6% | -0.2
O=C(Nc1ccc(Cl)c(Cl)c1)Nc1ccc([N+](=O)[O-])cn1 | -6% | -2% | 0% | -13 | 14% | 9% | -9% | -0.6
N=c1n(-c2ccccc2)c(O)cc(=O)n1-c1ccccc1 | -7% | -4% | 5% | 5 | -8% | -15% | -2% | 1.5
O=C(CS(=O)c1ccc(C(F)(F)F)cc1[N+](=O)[O-])Oc1ccc(Cl)cc1 (configuration not stated) | 13µM* | 1% | -3% | 2 | -19% | ? | -4% | -1.1
CCNC(=O)C(=O)NCC1CCCN1S(=O)(=O)c1cccs1 (configuration not stated) | 1% | 0% | -5% | 4 | 6% | -1% | 7% | -2.9
COCCNc1nc(NCCNC(C)=O)c2sc(-c3ccccc3)cc2n1 | -15% | / | -2% | 0 | -6% | 1% | 4% | 0.2
CCOCCSC1=C(C#N)C(c2cccs2)C(C(C)=O)=C(C)N1 (configuration not stated) | -11% | 1% | 0% | 1 | -1% | 3% | -3% | -7.0
NC(=S)N/N=C/c1cn(-c2ccccc2)nc1-c1cccnc1 | 3.4µM* | 0% | -8% | -54* | 7% | -5% | 17% | -1.8
CCOC(=O)c1c(C)[nH]c(C(=O)OCC(O)=C(C#N)c2nc3ccccc3[nH]2)c1C | -7% | / | -4% | -26 | -14% | -5% | 1% | -1.0
Cc1ccc(C(=O)Nc2cccnc2)cc1[N+](=O)[O-] | ? | -1% | -3% | 3 | 3% | 4% | 7% | -0.9
O=C(NCCC1=CCCCC1)c1[nH]c(C(F)(F)F)nc1-c1ccccc1 | -3% | / | -6% | -7 | -1% | -10% | -4% | 1.6
COc1ccc(N(CC(=O)NC2CCS(=O)(=O)C2)S(=O)(=O)c2cc(C)ccc2C)cc1 (configuration not stated) | -13% | 1% | 2% | 0 | -11% | 1% | -7% | 0.5
Cc1ccc2c(c1)N(CCC(=O)NC(C)C)C(=O)CO2 | -15% | 1% | -5% | 3 | 8% | 12% | 14% | -0.1
O=C(c1ccco1)N1CCC(c2nc3ccccc3[nH]2)CC1 | -6% | -2% | 3% | 5 | -3% | -14% | 0% | -1.5
Cn1c(SCCOc2ccccc2Cl)nnc1-c1ccncc1 | -2% | -1% | -8% | / | 0% | -3% | 1% | -1.0
CC(=O)Nc1ccc(S(=O)(=O)N2CCN(CCC#N)CC2)cc1 | -4% | 0% | 9% | 2 | 6% | 3% | 5% | -0.1
O=C(NCc1ccc(Cl)cc1)C1CCC(=O)N(C2CCCCCC2)C1 (configuration not stated) | 3% | -1% | 1% | -1 | -14% | -19% | 0% | -3.8
O=C1C(=O)N(CCN2CCOCC2)C(c2ccc(Cl)cc2)/C1=C(/O)c1ccc(S(=O)(=O)N2CCOCC2)cc1 (configuration not stated) | -1% | 1% | -2% | 5 | 10% | -7% | 10% | 0.1
COc1ccc(N2Cc3cccc(C(=O)O)c3C2=O)cc1 | ? | 0% | -12% | ? | 3% | 50µM* | 8% | 0.5
O=c1c2ccccc2nc(-c2ccc(Cl)c(Cl)c2)n1O | -9% | 1% | -7% | -3 | -4% | -2% | -3% | 1.1
O=C(c1csc2c1CCCC2)n1cccn1 | -15% | / | 2% | -6 | -6% | -2% | -12% | -0.5
CCN(C[C@H]1N[C@@](C)(C(=O)OC)[C@H]2C(=O)N(Cc3ccccc3)C(=O)[C@@H]12)C(=O)C1CCCCC1 | ? | 1% | -3% | -4 | -21% | -11% | -10% | 1.7
N/C(=N\OC(=O)Cc1ccc(-c2ccccc2)cc1)c1ccncc1 | -7% | 0% | 5% | 5 | -5% | 1% | -8% | -3.0
COc1ccc(NC(=O)Nc2cccc3ccccc23)cc1OC | -9% | 1% | 5% | -4 | -16% | 5% | 2% | -3.0
O=S(=O)(NCCSc1ccccc1)c1cccs1 | -5% | 1% | 7% | / | -1% | -3% | -10% | 2.0
NC(=O)C1CCN(C2=C(Cl)C(=O)c3ccccc3C2=O)CC1 | 27µM* | -12% | 6% | / | -21% | -23%[57.1 µM] | -15% | 3.3
Cc1ccc(-c2cc(C(F)F)n3ncc(C(=O)N4CCN(c5ccccn5)CC4)c3n2)cc1 | -3% | 0% | 1% | -2 | -1% | 5% | 7% | -0.5
Cc1ccc(C(=O)Nc2c(C)n(C)n(-c3ccccc3)c2=O)cc1S(=O)(=O)N1CCOCC1 | -7% | 0% | 7% | -8 | -29% | -4% | -1% | -4.4
CC(C)(C)NC(=O)C(c1ccc(Cl)cc1)N(CCO)C(=O)c1snc(C(N)=O)c1N (configuration not stated) | -2% | -6% | 8% | -3 | 3% | -2% | -1% | -2.3
Cc1ccccc1NC(=O)C1c2cccc[n+]2CC(=O)N1Cc1ccc2c(c1)OCO2 (configuration not stated) | -29% | -1% | 8% | -16 | 5% | -2% | 1% | 0.2
Cn1nnc(C(O)CNCc2cccs2)n1 (configuration not stated) | -2% | -1% | -9% | / | 10% | -5% | 22% | 0.8
CCOC1=C2[C@@H](CN(S(=O)(=O)c3ccccc3)[C@H]2c2ccccc2)[C@H]2C(=O)N(c3ccccc3)C(=O)[C@H]2C1 | -3% | / | -13% | -3 | -21% | -8% | 2% | -1.5
C=COC(=O)c1sc2nc(C)cc(C)c2c1N | -2% | -14% | -2% | 2 | -9% | -9% | 3% | -1.0
COc1ccc(-c2nc3cc([N+](=O)[O-])ccc3o2)cc1 | ? | 2% | -1% | 9 | 3% | -1% | -1% | -2.7
O=C(CN1CC(=O)Nc2ccccc21)Nc1ccc(F)c(F)c1 | -24% | -1% | 3% | 1 | 1% | -1% | 4% | 0.1
Cc1cc(NC(=O)c2ccco2)no1 | -4% | 2% | -1% | / | 6% | 6% | 13% | 2.9
CCOc1cc(C2NC(=S)NC(C)=C2C(=O)Nc2ccc(OC)cc2)ccc1O (configuration not stated) | -19% | 0% | -5% | 5 | -20% | -13% | ? | -0.8
COc1ccc(-c2nc(CN3CCN(Cc4cccc(Cl)c4)CC3)c(C)o2)cc1 | 1% | -2% | -6% | 6 | -10% | -3% | -1% | -7.3
COc1ccc(C(=O)c2ccc(OC)c(OC)c2OC)cc1 | -1% | / | 6% | -3 | -3% | -7% | ? | 1.4
COc1ccc(CCn2c(-c3ccc(Cl)cc3)n[nH]c2=S)cc1OC | -1% | -4% | 1% | -1 | 4% | 1% | 5% | 1.8
COc1ccc(-c2nnc(N(C)C(=O)c3ccco3)s2)cc1OC | -19% | 2% | 3% | 1 | -19% | 8% | 5% | -0.7
C=CCN1C(c2cccc(C(F)(F)F)c2)=CS/C1=C(\C#N)c1nnc(N2CCOCC2)n1-c1ccccc1 | -3% | / | -6% | 2 | 2% | 4% | 3% | 0.1
O=C1NC(=Nc2cccnc2)S/C1=C\c1cccc(F)c1 | -4% | 0% | -3% | -26 | -2% | ? | -1% | 1.0
COc1ccccc1N(CC(=O)NCC1CCCO1)C(=O)CNS(=O)(=O)c1ccc(Cl)cc1 (configuration not stated) | -14% | 1% | 0% | -2 | -9% | 7% | 2% | -21
CNC[C@H]1Oc2ccc(NC(=O)Nc3ccccc3)cc2CC(=O)N([C@H](C)CO)C[C@H]1C | -7% | 1% | -3% | 6 | -11% | 4% | ? | -0.9
Cn1c(N)c(C(c2ccccc2)c2c(N)n(C)c(=O)n(C)c2=O)c(=O)n(C)c1=O | -3% | 0% | -1% | 1 | 18% | 11% | 21% | 0.2
Cc1cc(C(=O)Nc2ccncc2)c2ccccc2n1 | -4% | 1% | -5% | -8 | 13% | 14% | 3% | 1.1
NC(=O)c1ccccc1NC(=O)Nc1ccccc1Cl | -9% | -1% | 11% | 0 | -19% | -18%[57.1 µM] | 11% | -1.0
Cc1ccc(C)c(-c2cc(C(=O)Nc3nccs3)c3ccccc3n2)c1 | -12% | -6% | 12% | / | -5% | -9% | -3% | -2.0
O=C(OCc1ccccc1)N1CCC2CC1c1cc(N3CCN(C(=S)NCCc4ccccc4)CC3)ccc12 (configuration not stated) | -10% | / | 17% | 5 | 15% | 2% | 9% | 0.2
CCOc1cc(/C=N/NC(=O)c2cccnc2)ccc1O | 7% | 0% | -16% | -2 | 7% | -7% | -1% | 0.9
O=C(NCc1cccc(Cl)c1)NC(=O)c1csc([N+](=O)[O-])c1 | -4% | 0% | -2% | 0 | -10% | -1% | 7% | -0.2

A run of entries from the list above, for reference:
SMILES | PLK1 PBD block | MmCpn inh | EPAC1 agonist | PI5P4K alpha inh | EPAC1 antagonist | WRN inhibitor | EPAC2 antagonist | CCT modulator
COc1ccc(-c2nnc(N(C)C(=O)c3ccco3)s2)cc1OC | -19% | 2% | 3% | 1 | -19% | 8% | 5% | -0.7
C=CCN1C(c2cccc(C(F)(F)F)c2)=CS/C1=C(\C#N)c1nnc(N2CCOCC2)n1-c1ccccc1 | -3% | / | -6% | 2 | 2% | 4% | 3% | 0.1
O=C1NC(=Nc2cccnc2)S/C1=C\c1cccc(F)c1 | -4% | 0% | -3% | -26 | -2% | ? | -1% | 1.0
COc1ccccc1N(CC(=O)NCC1CCCO1)C(=O)CNS(=O)(=O)c1ccc(Cl)cc1 (configuration not stated) | -14% | 1% | 0% | -2 | -9% | 7% | 2% | -21
